Source: PubChem BioAssay
Giardia killer: Giardia lamblia killing | 340,000 compounds, 0.15% hits | activity change, % at 7.66 µM, hits read low | Giardia lamblia trophozoite viability | AID 540267; in the data active = activity change below about -80%; inconclusive = between about -30% and that limit;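 also: parasites exposed to compound for two days anaerobically before the ATP read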
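Luminescence from cellular ATP indicates surviving trophozoites (100 cells/well) following 48 hrs anaerobic compound treatment at 37 deg C; signal develops 15-30 min at room temperature.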
Eya2 inh: Eya2 (human) phosphatase inhibition | O00167 | recombinant Eya2, OMFP fluorescence dephosphorylation (OMFP is methylfluorescein phosphate) | Potency, µM (series often up to 76.9 µM), inactives show top-dose activity, negative = inhibition, hits mostly inhibitors | 330,000 compounds, 0.006% hits; also: potency is read from the fitted curve at half-maximal effect
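Eya2 (0.2 uM) preincubated 10 min at ambient with compound, then OMFP substrate added at 50 uM; 10 min reaction in 50 mM HEPES pH 7.5, 50 mM NaCl, 5 uM MgCl2, 0.05% BSA, 1 mM DTT. Fluorescence read at Ex 485/Em 525 nm.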
GALK inh: galactokinase (human) inhibition | AID 1868 | 270,000 compounds, 0.007% hits | Potency, µM (top dose mostly 57.5 µM), for the others: at the top dose activity change, negative = inhibition, actives largely listed as inhibitors | Purified GALK, Kinase-Glo residual ATP luminescence; also: potency is read from the fitted curve at half-maximal effect
Target sequence (P51570 whole entry, looked up): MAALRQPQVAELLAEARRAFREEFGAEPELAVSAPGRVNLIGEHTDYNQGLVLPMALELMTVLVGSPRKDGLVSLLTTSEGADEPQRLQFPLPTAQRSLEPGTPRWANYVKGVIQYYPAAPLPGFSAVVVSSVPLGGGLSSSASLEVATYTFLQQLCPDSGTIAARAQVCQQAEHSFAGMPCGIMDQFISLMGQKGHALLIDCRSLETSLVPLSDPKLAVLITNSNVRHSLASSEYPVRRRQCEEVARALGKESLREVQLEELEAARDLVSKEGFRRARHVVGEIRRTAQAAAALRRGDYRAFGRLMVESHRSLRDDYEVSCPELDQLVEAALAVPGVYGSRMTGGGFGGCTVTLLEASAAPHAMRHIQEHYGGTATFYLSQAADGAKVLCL
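The enzyme phosphorylates galactose (100 uM) using ATP (35 uM); inhibition is detected as higher residual ATP, quantified by bioluminescence after 1 h reaction at room temperature, pH 8.0.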
B2AR arrestin: recruits beta-arrestin to the human beta2-adrenergic receptor. P07550. beta-arrestin recruitment to beta2AR, cell-based reporter. Potency, µM (doses to about 46.1 µM), inactives show at the top dose activation, most hits filed as activators. 330,000 compounds, 0.02% hits;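 also: potency is read from the fitted curve at half-maximal effect; 0% = DMSO controls and full agonism = EC100 isoproterenol or metaproterenol; nearly all actives have a fitted effect of over 65% in size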
Coupling enz: counter-screen for Giardia aldolase inhibitors: coupling enzyme system | coupling enzyme system counterscreen, AmpLite Red fluorescence | activity change, negative = inhibition, % at 58.2 µM, hits read low | 290,000 compounds, 0.67% hits | AID 2472; in the data active = activity change below about -30%
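First, compound is pin-transferred into glyceraldehyde-3-phosphate coupling-enzyme reagent at 57.5 uM final and held 10 min at RT. Next, substrate, coupling system and AmpLite Red are added. After 20 min RT, fluorescence (525/598 nm) is read.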
BCR signal inh: chronic active BCR signaling inhibition. ABC-DLBCL IkBa-CBG/CBR reporter, luminescence ratio, 4 h. Potency, µM (doses to about 46.1 µM), inactives show at the top dose ratio change, negative = lower green/red ratio, hits mostly inhibitors. 340,000 compounds, 0.05% hits; active = well fitted inhibition curve with a large enough effect in the signal ratio, with a control signal flat, not every such curve was filed as active; inconclusive = small, poorly fitted or top-dose-only effect, or effect the other way, or a change in a side signal; the % refers to the signal ratio;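 also: potency is read from the fitted curve at half-maximal effect; plate controls were basal doxycycline-induced cells for no effect and cells given 10 µM MG132 for full effect; MG132 reads +100%, hits lower the ratio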
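Compounds up to 46 uM were incubated four hours with TMD8 cells whose green CBG68 luciferase is fused to IkappaBalpha; red CBR luminescence normalised the signal, and concentration-effect curves were fitted to fusion, red and ratio data.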
USP2a inh: inhibitors of human ubiquitin-specific protease USP2a; USP2 core, Ub-CHOP2 coupled fluorogenic reporter, 485/531; Potency, µM (top dose mostly 38.3 µM), inactives show top-dose activity change, negative = inhibition, most hits filed as inhibitors; 330,000 compounds, 0.01% hits; AID 463254;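 also: potency is read from the fitted curve at half-maximal effect; plate controls were DMSO wells for no effect and full inhibition by NEM control for full effect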
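Deubiquitinase activity read as fluorescence (485/531 nm) after Ub-CHOP2 cleavage activates the enterokinase reporter on its substrate; USP2 core 10nM, Ub-CHOP2 and substrate 25nM each, 30min compound preincubation then 60min RT; data normalized to NEM, curves fitted.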
hERG WT inh: blocks the wildtype human KCNH2 potassium channel; activity change, % at 1.84 µM; 340,000 compounds, 0.37% hits; AID 720551; U2OS, BacMam KCNH2, thallium flux FluxOr; hits give low values;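 active = maximum activity change below -70%; inconclusive = maximum activity change between -70% and -50%; inactive = maximum activity change above -50%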
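U2OS cells transduced with wild-type KCNH2 virus are loaded with FluxOr dye for 45 min, and thallium flux is measured in kinetic reads before and after stimulation buffer. Rate constants are normalized to DMSO controls.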
uPA surface inh: cell surface uPA generation inhibition | cell surface uPA generation assay, qHTS | 330,000 compounds, 0.31% hits | AID 540303 | Potency, µM (doses to about 38.3 µM), without a hit: at the top dose activity change, negative = inhibition, most hits filed as inhibitors; active = well fitted inhibition curve with a large enough effect; inconclusive = small, poorly fitted or top-dose-only effect; inactive = no such curve, though single readings can be large or run the other way; tested in mouse RAW 264.7 cells; also: potency is read from the fitted curve at half-maximal effect; nearly all actives have a fitted effect of over 55% in size
KCNH2 3.1 inh: inhibitors of human KCNH2 3.1 potassium channel isoform. U2OS KCNH2 3.1, thallium flux FluxOr; hits give low values. activity change, % (tested at about 1.8 µM). 340,000 compounds, 0.95% hits. AID 720553;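 active = maximum activity change below -70%; inconclusive = maximum activity change from -70% to -50%; inactive = maximum activity change above -50%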;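 also: thallium influx rate constant from kinetic fluorescence after stimulation buffer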
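Channel expression came from 3.1 mutant virus (1.77 x 10^8 /mL) applied to suspended U2OS cells for 4 h. Flux was tracked with FluxOr dye plus Red40 quencher, and kinetic rate constants normalized to controls.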
PKM2 act: increases activity of human pyruvate kinase M2. P14618. purified PKM2, Kinase-Glo ATP luminescence, activation; response scale: 0% is enzyme alone, no compound. Potency, µM (top dose mostly 57.5 µM), without a hit: at the top dose activation, usual class: activators. 260,000 compounds, 0.34% hits. AID 1631; also: potency is read from the fitted curve at half-maximal effect; nearly all actives have a fitted effect of over 55% in size
Target sequence (P14618 whole entry, looked up): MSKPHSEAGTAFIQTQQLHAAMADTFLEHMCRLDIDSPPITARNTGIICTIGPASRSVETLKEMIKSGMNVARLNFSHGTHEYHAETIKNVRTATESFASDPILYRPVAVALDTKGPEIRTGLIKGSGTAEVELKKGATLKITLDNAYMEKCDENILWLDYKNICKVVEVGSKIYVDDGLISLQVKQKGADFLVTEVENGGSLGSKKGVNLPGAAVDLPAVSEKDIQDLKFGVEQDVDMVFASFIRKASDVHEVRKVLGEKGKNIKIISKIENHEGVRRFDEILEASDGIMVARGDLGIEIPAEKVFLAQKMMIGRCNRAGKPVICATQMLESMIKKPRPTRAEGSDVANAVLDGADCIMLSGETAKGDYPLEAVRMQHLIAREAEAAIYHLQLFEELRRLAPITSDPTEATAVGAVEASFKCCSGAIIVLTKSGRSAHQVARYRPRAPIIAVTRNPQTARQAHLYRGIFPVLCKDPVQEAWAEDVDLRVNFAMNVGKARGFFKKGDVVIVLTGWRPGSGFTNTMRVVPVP
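Purified hPK-M2 (>95%) run at intermediate activity with 0.1 mM ADP and 0.5 mM PEP in 50 mM imidazole pH 7.2, KCl, MgCl2; 1 h room temperature. ATP formed read by Kinase-Glo luminescence; normalized to uninhibited and no-enzyme controls.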
Active calls of the source: *; ? = inconclusive; / = not tested or not shown; [ ] = remark or other dose. Unless noted, calls follow the shape of the dose curve; as a rule, active = well fitted curve in the direction sought with a large enough effect; inconclusive = small, poorly fitted or top-dose-only effect, or another doubt; inactive = no such curve, though single readings can be large; an effect the other way counts as inactive or inconclusive. Unless noted, % is scaled to controls: 0 for no effect and ±100 for the full control effect. Not a hit list; about 2.4% have a hit in one of these screens.

Structure	Eya2 inh	Giardia killer	Coupling enz	B2AR arrestin	GALK inh	USP2a inh	hERG WT inh	PKM2 act	uPA surface inh	BCR signal inh	KCNH2 3.1 inh
C/C(=N/NC(=O)c1cccs1)c1ccc(N2CCOCC2)cc1	1%	-8	-2	0.0%	/	-1%	-34	-4%	0%	-6%	4
Cc1nn(CC(=O)NCCC2=CCCCC2)c(C)c1S(=O)(=O)N(C)C	-24%	-6	/	-1.0%	/	-1%	-3	/	5%	0%	4
CCS(=O)(=O)NCc1cn2ccsc2n1	-4%	-5	3	0.0%	3%	-7%	-5	-4%	4%	-5%	-7
C=C(C)Cn1c(SCC(=O)O)nnc1-c1ccccc1	7%	17	0	0.3%	-1%	0%	-1	1%	-3%	-5%	-42
COc1cc(C2=NOC(C(=O)Nc3ccc(C)cc3)C2)cc(OC)c1OC (configuration not stated)	-13%	22	-1	0.0%	-1%	-1%	-5	-18%	/	1%	-14
Cc1cccc(C)c1NC(=O)C(c1ccccc1)N1CC(=O)Nc2ccccc21 (configuration not stated)	2%	16	4	0.3%	/	0%	4	2%	?	-1%	13
Cc1cccc(N2CC(C(=O)Nc3ccc4c(c3)OCO4)CC2=O)c1C (configuration not stated)	-18%	-16	-1	-0.3%	0%	-1%	0	4%	-3%	-5%	-5
Cc1nn(-c2ccccc2)c2sc(C(=O)OCc3nnc(-c4ccccc4)o3)cc12	3%	-8	1	-0.5%	0%	7%	-6	7%	-2%	?	-9
CCOC(=O)CN(C(=O)Cn1nnc2ccccc21)C(C(=O)NCCOC)c1ccccc1 (configuration not stated)	0%	6	3	-0.2%	1%	-1%	1	-4%	2%	0%	27
COc1ccc(C(=O)NNC(=O)c2ccc(C)cc2)cc1S(=O)(=O)N1CCCC1	2%	2	0	-0.2%	-1%	1%	-12	-3%	1%	2%	2
CCOC(=O)N1CCN(C(=O)CCc2ccccc2)CC1	5%	9	-1	0.1%	3%	0%	-9	0%	9%	5%	0
CCc1nn2c(=O)cc(COC(=O)c3cc(Cl)c(OC)c(OC)c3)nc2s1	1%	-2	/	0.0%	/	3%	12	/	5%	?	11
COc1ccccc1C1=Nn2c(nnc2C2CCCCC2)SC1	-1%	16	2	0.3%	-2%	1%	-1	-34%	-5%	-20%	8
CCOc1cc(CNCCSc2nnnn2C)cc(Br)c1OCc1ccccc1F	0%	7	1	3.9%	5%	-2%	-3	-2%	-9%	21%	-26
CCOC(=O)N1CCN(C(=O)C2CCN(C(=O)Nc3ccccc3)CC2)CC1	2%	6	/	0.0%	/	3%	2	/	1%	-1%	7
COC(=O)c1[nH]c2ccc(C)cc2c1NC(=O)c1ccccc1[N+](=O)[O-]	-2%	-12	0	-1.1%	0%	0%	0	6%	3%	-7%	4
Cc1ccc(S(=O)(=O)N2CCN(Cc3nnc(-c4c(-c5ccccc5)noc4C)o3)CC2)cc1	-6%	4	/	-3.1%	/	-1%	8	/	12%	-3%	5
COc1c2ccc(C(=O)NCc3cc(C(F)(F)F)cc(C(F)(F)F)c3)cc2nn1C	-1%	25	2	0.0%	0%	-1%	0	9%	?	?	-13
COCCn1nnnc1C(C(C)C)N1CCC(Cc2ccccc2)CC1 (configuration not stated)	-13%	-13	-1	-2.9%	-4%	1%	-3	2%	8%	-1%	2
CC(C)CCNC(=O)Cc1c(C(=O)O)[nH]c2ccc(Cl)cc12	3%	-4	16	-0.5%	2%	1%	-1	-4%	2%	7%	-2
O=C(CCN1CCN(CCO)CC1)Nc1ccc(F)c(F)c1	-1%	13	5	0.3%	2%	5%	2	13%	3%	-2%	-8
O=C(COC(=O)c1ccco1)Nc1nnc(-c2ccccc2)o1	-11%	5	/	0.0%	/	3%	-1	/	0%	?	1
C/C(N)=C(/C#N)C(=O)COC(=O)CC1CCCC1	4%	-27	-1	0.3%	4%	2%	-26	0%	1%	3%	11
O=C(O)C(=O)/C(=C\c1ccc(Cl)cc1)c1ccc2ccccc2n1	-11%	-26	2	-0.5%	4%	4%	-6	4%	-3%	-6%	-21
O=C(NC1CCCC1)C(c1ccc(Cl)cc1)N1CCOCC1 (configuration not stated)	-1%	-3	2	-0.4%	-3%	3%	1	-5%	-7%	-1%	1
Cc1c(CCOC(=O)c2cc([N+](=O)[O-])cc([N+](=O)[O-])c2)sc[n+]1CCCCS(=O)(=O)[O-]	-12%	12	-3	-0.2%	1%	3%	-8	3%	6%	?	6
Cc1nn(CCC(N)=S)c2nc(-c3cccs3)cc(C(F)(F)F)c12	-6%	5	1	5.0%	3%	3%	-2	6%	-23%	0%	3
CCc1cccc(C)c1NC(=O)CN(C)Cc1ccc(Br)cc1	-16%	-6	4	-0.1%	0%	-1%	-5	6%	1%	?	-12
COc1cc(/C=C(\C#N)c2ccccn2)ccc1OCC(=O)Nc1cccc(C(F)(F)F)c1	11%	5	0	-1.1%	2%	2%	-6	-1%	-1%	0%	15
COc1cc(C(=O)OC(C)C(=O)NC(=O)NC2CCCCC2)ccc1OC(F)F (configuration not stated)	-2%	-6	/	0.0%	/	-1%	6	/	3%	-7%	-43
O=C(O)COc1ccc(Oc2ccccc2)cc1	21%	-27	15	-0.2%	0%	-1%	-43	-11%	9%	10%	4
Cc1ccc(-c2nnc(SCC(=O)Nc3cccnc3Cl)n2N)cc1	-22%	11	/	-0.1%	/	4%	6	/	4%	-1%	-2
Cc1cc(=O)oc2cc(N3C(=O)CC(Cc4ccccc4)C3=O)ccc12 (configuration not stated)	1%	-22	1	-0.1%	4%	0%	1	-4%	2%	?	-5
O=C(O)C1(c2ccccc2)CCN(S(=O)(=O)c2ccc(Br)cc2)CC1	-5%	8	-1	-0.6%	3%	1%	-5	-1%	2%	13%	6
NS(=O)(=O)c1cccc(NC(=O)c2cccc(-c3ccc(O)cc3)c2)c1	-16%	-3	0	-0.7%	3%	0%	-3	-3%	6%	?	-9
O=C(CN1C(=O)NC(c2ccc(F)cc2)C1=O)Nc1ccc2c(c1)OCCO2 (configuration not stated)	-10%	-2	/	-0.3%	/	-1%	13	/	20%	-10%	27
O=C(CCN1C(=O)C2C3C=CC(C3)C2C1=O)Nc1ccccc1 (configuration not stated)	7%	-28	1	-0.1%	0%	8%	-11	1%	4%	1%	-2
O=C(NCc1nnc(SCC(=O)N2CCCC2)o1)c1ccc(F)cc1	11%	-10	0	0.3%	-8%	1%	-3	-3%	0%	2%	/
CCN(C(=O)COC(=O)c1ccc(Cl)cc1N)C1CCCCC1	-9%	-2	0	-0.1%	10%	-1%	-7	/	0%	1%	40
CCOC(=O)N1CCC(NC(=O)c2ccc3c(c2)ncn3C2CCCC2)CC1	-5%	3	0	-0.2%	1%	-9%	-7	-3%	7%	0%	1
COc1ccc(Br)cc1C(=O)Nc1cc(C)cc(C)c1	2%	3	0	-0.5%	/	1%	-22	1%	-4%	?	-6
CN1CCN(C(=O)c2ccccc2NC(=O)c2sc3ccccc3c2Cl)CC1	-4%	-9	1	-0.4%	-1%	0%	-40	4%	-5%	2%	12
CC(=O)c1nn(-c2cccc(C(F)(F)F)c2)c(=O)[nH]c1=O	10%	30	2	4.0%	-1%	3%	-2	/	-8%	?	-5
O=C1CC(N2CCC(c3nc4ccccc4o3)CC2)C(=O)N1 (configuration not stated)	-6%	7	-1	-1.2%	-1%	-1%	3	0%	28%	4%	-5
O=C(CNCc1cccs1)Nc1ccc(OC(F)(F)F)cc1	-10%	11	0	0.3%	5%	1%	5	/	-9%	?	-7
Cc1ccc(C(=O)C2=C(O)C(=O)N(Cc3ccco3)C2c2cccc(Cl)c2)o1 (configuration not stated)	-4%	6	/	-0.1%	-4%	-1%	/	2%	-2%	-1%	/
Cc1ccc(/C=C/C(=O)Nc2sc3c(c2C#N)CCCC3)o1	-20%	11	0	-0.7%	0%	1%	4	29%	6%	-5%	-23
O=C1CCCCN1CCCC(=O)N1CCCC(Nc2ccc(F)cc2)C1 (configuration not stated)	-2%	12	/	0.4%	-7%	-9%	30	/	6%	3%	21
CCOc1cc(NC(=S)NCc2ccccc2)c(OCC)cc1NC(=O)C(C)C	-4%	-10	2	0.1%	7%	0%	15	-4%[11.5 µM]	2%	-2%	-23
Cc1ccccc1/C=C1\CCCc2ccccc2C1=O	-6%	7	3	0.3%	4%	-1%	2	-6%	-7%	-10%	4
